OX1R antag-1: human HCRTR1 antagonism. O43613. CHO/OX1R cells, Fluo-8 calcium fluorescence, orexin A. inhibition, % at 5 µM. actives 0.43% (n = 330,000). AID 434989;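 active means inhibition above its plate's threshold, mean inhibition of all tested compounds on the plate plus 3 SD, cut at about 37% in these data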;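 further: 0% = orexin A challenge wells and 100% = SB-334867-A antagonist wells; not every result past the cut was called active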
Target sequence (O43613 whole entry, looked up): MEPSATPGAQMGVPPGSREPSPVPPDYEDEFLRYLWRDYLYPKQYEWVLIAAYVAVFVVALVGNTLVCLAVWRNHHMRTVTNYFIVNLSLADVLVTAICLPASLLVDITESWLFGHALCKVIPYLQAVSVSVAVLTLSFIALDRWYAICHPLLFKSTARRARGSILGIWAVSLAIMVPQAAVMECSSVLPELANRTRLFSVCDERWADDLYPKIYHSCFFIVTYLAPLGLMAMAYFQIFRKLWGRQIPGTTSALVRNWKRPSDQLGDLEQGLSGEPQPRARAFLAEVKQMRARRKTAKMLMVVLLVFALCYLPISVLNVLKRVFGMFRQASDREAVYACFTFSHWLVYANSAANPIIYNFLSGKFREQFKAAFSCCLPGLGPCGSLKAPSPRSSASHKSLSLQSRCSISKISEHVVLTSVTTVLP
OX1R antag-2: blocks the human orexin 1 receptor; inhibition, % at 6.6 µM; O43613; actives 1.8% (n = 330,000); OX1R-expressing cells, FRET antagonist read-out; AID 485270; in the data active means inhibition mostly above about 38%, no sharp cut-off; inactive means mostly below about 40%;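 further: 0% = agonist challenge alone and 100% = reference antagonist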
Numbers without * were called inactive.

OX1R antag-1 | OX1R antag-2 | mol
4 | 13 | O=C(COc1ccc(Cl)cc1Cl)NC1CCSC1=O (configuration not stated)
-20 | 1 | CC(=O)c1c(C)[nH]c(C(=O)N2CCN(S(=O)(=O)c3ccc(F)c(F)c3)CC2)c1C
-3 | 8 | Cc1ccc(S(=O)(=O)N2CCCCC2)cc1NC(=O)c1ccc2c(=O)n3c(nc2c1)CCCCC3
-27 | 12 | CCOC(=O)C1CCN(Cc2ccc(O)c3ncccc23)CC1
-7 | 21 | CC(C)NC(=S)N/N=C/c1ccc(N2CCOCC2)cc1
-10 | 9 | CC(C)N(C(=O)CN1CCC(c2nc3ccccc3[nH]2)CC1)C(C)C
-5 | -1 | O=C(NC1CCN(C(=O)c2cccs2)CC1)c1ccccc1
-30 | 11 | O=C(Nc1ccc(CN2CCOCC2)cc1)c1cccs1
-15 | 32 | O=C(Nc1ccccc1Cl)c1ccccc1S(=O)(=O)c1ccccc1[N+](=O)[O-]
-20 | 18 | COc1cccc(NS(=O)(=O)NC(=O)c2c[nH]c3ccccc23)c1
-10 | 39 | CCS(=O)(=O)N1CCN(S(=O)(=O)c2ccc(Cl)s2)CC1
-1 | 18 | O=C(c1ccc2c(c1)OCO2)N1CCC2(CC1)Oc1ccc(Cl)cc1C(=O)C21CC(c2cccnc2)=NO1 (configuration not stated)
-11 | 18 | COCCNC(=O)COC(=O)c1ccc(S(=O)(=O)N2CCOCC2)cc1
-13 | 4 | Cc1cc(C)c(NC(=O)NC(=O)c2cccc(F)c2)c(C)n1
-14 | 3 | COc1cc(C(=O)NNC(=O)C2CSC3(C)CCC(=O)N23)cc(OC)c1OC (configuration not stated)

Sorted by the number under OX1R antag-2 (rising): three of the compounds above
OX1R antag-1 | OX1R antag-2 | mol
-3 | 8 | Cc1ccc(S(=O)(=O)N2CCCCC2)cc1NC(=O)c1ccc2c(=O)n3c(nc2c1)CCCCC3
-27 | 12 | CCOC(=O)C1CCN(Cc2ccc(O)c3ncccc23)CC1
-11 | 18 | COCCNC(=O)COC(=O)c1ccc(S(=O)(=O)N2CCOCC2)cc1

Further entries:
OX1R antag-1 | OX1R antag-2 | mol
-29 | 22 | COc1ccc(C2c3ccc4ccccc4c3Oc3ncn(CCCO)c(=N)c32)cc1 (configuration not stated)
-9 | 2 | Cc1ccccc1OCCC(=O)NNC(=O)c1ccccc1F
-9 | -6 | CC(C)(C)c1ccccc1NC(=O)N1CCNC(=O)C1CC(=O)Nc1ccc(F)cc1 (configuration not stated)
-8 | 0 | COc1ccc(COC(=O)C2CC(=O)N(Cc3ccccc3)C2)cc1 (configuration not stated)
-20 | 15 | Cc1nc(-c2ccc(Cl)cc2)sc1C1(C)CC(c2cccc(Cl)c2)=NO1 (configuration not stated)
-14 | 3 | Cc1ccc2c(c1)C(c1ccccc1)C(=O)O2 (configuration not stated)
-27 | 24 | COc1ccc2cc(C#N)c(N3CCN(Cc4nnnn4CCC(C)C)CC3)nc2c1
-27 | 10 | COc1cc(C)c(C)cc1S(=O)(=O)N1CCCCC1c1cccnc1 (configuration not stated)
5 | 17 | O=C(CSc1nnc(-c2cccc(F)c2)o1)Nc1nncs1
-6 | 20 | COc1ccccc1NC(=O)Nc1cc(F)ccc1F
4 | -6 | CCc1ccc([C@@H]2CC=C(C(=O)O)[C@H](c3ccc(C(C)(C)C)cc3)N2S(=O)(=O)c2ccc(C)cc2)cc1
-14 | 17 | COc1ccc(NC(=O)NC(=O)c2cc(OCC(F)(F)F)ccc2OCC(F)(F)F)cc1
0 | 10 | C[N+](C)(CC#Cc1ccccc1)CC(=O)c1ccc(Cl)cc1
8 | 14 | N#CCCN(C(=O)COC(=O)COc1ccccc1Cc1ccccc1)c1ccccc1
-7 | 11 | Cc1cccc(-c2noc(CNS(=O)(=O)c3ccccc3)n2)c1
-15 | -5 | OCC1(Cc2ccc(F)cc2)CCCN(CCCC(F)(F)F)C1 (configuration not stated)
0 | 57 | S=C(NCc1ccccc1)Nc1cccc2cnccc12
-11 | 9 | CCOC(=O)c1c(C)[nH]c(C)c1S(=O)(=O)N1CCCCC1
-9 | 13 | C/C(=N/NC(=O)CCC(=O)Nc1cccc(Cl)c1)c1ccc(C)cc1
-25 | 9 | O=C(NCCc1ccc2c(c1)OCCO2)c1ccc(F)cc1
-30 | 25 | COc1ccc(Cc2nnc(N/N=C/c3ccc(Br)cc3)[nH]c2=O)cc1OC
-19 | 37 | CCCCC1OC23CCCCC2C(C#N)(C(=N)O3)C1(C#N)C#N (configuration not stated)
-27 | 34 | CN(C)S(=O)(=O)c1ccc(NC(=O)c2cc3ccccc3o2)cc1
-9 | 3 | COc1ccc(S(=O)(=O)Nc2ccc3c(c2)C(=O)N([C@H](C)CO)C[C@H](C)[C@@H](CN(C)S(=O)(=O)c2ccc(F)cc2)O3)cc1
-16 | 13 | COc1ccccc1/C=C/C(=O)NCC(=O)N/N=C/c1cccnc1
-15 | -4 | O=C(NCc1cccs1)c1ccc(Br)o1
-13 | 16 | CC(=O)Oc1ccccc1C(=O)N(C1CCCCC1)C1CCCCC1
-30 | 7 | COc1cc(S(=O)(=O)NC2CCCCC2C)ccc1Cl (configuration not stated)
-3 | 11 | Clc1ccc2nncn2n1
1 | 5 | O=C1CCN(Cc2ccc(Br)cc2)CCN1CCO

One compound at a time (already shown):
O=C(NCc1cccs1)c1ccc(Br)o1 is listed with OX1R antag-1 = -15; OX1R antag-2 = -4
CN(C)S(=O)(=O)c1ccc(NC(=O)c2cc3ccccc3o2)cc1 is listed with OX1R antag-1 = -27; OX1R antag-2 = 34
O=C(NCCc1ccc2c(c1)OCCO2)c1ccc(F)cc1 is listed with OX1R antag-1 = -25; OX1R antag-2 = 9

(cont.)
OX1R antag-1 | OX1R antag-2 | mol
0 | 19 | OCC[C@@H]1C[C@H](O)[C@@H](O)[C@@]2(Cc3ccccc3CCO2)O1
-6 | 9 | Cc1ccc(S(=O)(=O)N(C)C(C)CCc2ccco2)cc1 (configuration not stated)
-23 | 13 | Cn1c(C(=O)NCCN2CCN(c3ccccc3F)CC2)cc2c(=O)n(C)c3ccccc3c21
-29 | 13 | NNC(=O)Cc1cn(-c2ncc(C(F)(F)F)cc2Cl)c2ccccc12
-15 | 6 | CCc1ccc(N(CC(=O)NCC2CCCO2)C(=O)CCC(=O)Nc2nccs2)cc1 (configuration not stated)
-33 | 6 | Cc1c(NC(=O)COC(=O)c2cc(-c3cccc4ccccc34)nc3ccccc23)c(=O)n(-c2ccccc2)n1C
-14 | 2 | O=C(CCS(=O)(=O)c1ccc(Br)s1)NC1CCCC1
2 | 16 | CCC(=O)Nc1sc2c(c1C(N)=O)CCN(C(C)=O)C2
5 | 5 | CCCCn1c(N)c(Sc2ccccc2)c(=O)[nH]c1=O
-7 | 11 | O=C(C1CC1)N1CCC(c2nc(-c3ccc(S(=O)(=O)NCC4CCCO4)cc3)no2)CC1 (configuration not stated)
1 | 22 | COc1ccc(OC)c(S(=O)(=O)N2CCC(C(=O)Nc3ccccc3)CC2)c1
-25 | 10 | O=S(=O)(Nc1cccc(S(=O)(=O)N2CCCC2)c1)c1cccs1
-26 | 33 | Cc1ccccc1C(=O)N=c1c(C#N)cc2c(=O)n3cccc(C)c3nc2n1Cc1ccco1
-29 | 6 | CC(=O)c1c(C)[nH]c(C(=O)NCc2cccc(Cl)c2)c1C
-6 | 7 | CCN(CC(=O)Nc1c(F)cccc1F)C(=O)C1=COCCO1
5 | 5 | COc1ccc2c(c1)[C@H]1[C@H](CO2)[C@H](c2ccccc2)[C@]2(C)C(=O)Nc3cc(F)ccc3C(=O)N12
6 | 12 | CCc1ccc(OCC(=O)Nc2ccc(S(=O)(=O)N3CCOCC3)cc2)cc1
-9 | 21 | CC1(C)Cc2ccccc2C(/C(C#N)=N/O)=N1
-63 | 12 | COc1ccc(OC)c(/C=C(\C)C(=O)c2c(C)cc(C)[nH]c2=O)c1
6 | 16 | CN(C)c1ccc(/C=C/c2cc[n+](C)cc2)cc1
-5 | 7 | Clc1ccccc1-c1nnc2n1CCCCC2
-5 | 13 | COc1ccc(C=O)cc1C1=CC(=O)C[C@H](c2ccc(Cl)cc2)C1
-26 | 10 | O=C(CCc1nc2ccccc2s1)N1CCN(S(=O)(=O)c2cccs2)CC1
-9 | -5 | CCOC(=O)c1cnc2c(-c3ccccc3)c(-c3ccccc3)nn2c1C
-22 | 2 | CC(C)c1nnc(NC(=O)CCC(=O)N2CCN(Cc3ccc(F)cc3)CC2)s1
5 | 23 | O=c1cc(-c2ccc(C3CCCCC3)cc2)[nH][nH]1
-39 | 22 | CC(C)C(=O)Nc1ccc(C(=O)Nc2nnc(C(C)(C)C)s2)cc1
-6 | 42 | COC(=O)Cn1c(O)c(N=NC(=O)OC)c2ccccc21
-9 | 16 | Cc1ccc[n+](-c2[nH]c(=O)sc2/C=N/N=C(\[O-])CCn2c3ccccc3c3ccccc32)c1
-5 | 10 | CCC(=O)N(Cc1cccs1)C1CCOC(C)(C)C1 (configuration not stated)

Entries listed so far that have an aryl thioether with sulfur outside any ring:
OX1R antag-1 | OX1R antag-2 | mol
5 | 17 | O=C(CSc1nnc(-c2cccc(F)c2)o1)Nc1nncs1
5 | 5 | CCCCn1c(N)c(Sc2ccccc2)c(=O)[nH]c1=O

New compounds follow
OX1R antag-1 | OX1R antag-2 | mol
-2 | 17 | O=C(c1coc2ccc(O)c(CN3CCOCC3)c12)C1CC1
-14 | 1 | COc1ccc(S(=O)(=O)N2CCC(C(=O)N3CCOCC3)CC2)cc1Cl
-19 | 48* | CCc1cc2cc(C)ccc2nc1SCC(=O)NNC(=O)c1ccco1
-7 | 5 | CC(=O)c1c(O)cc(C)n(-c2ccc(F)cc2)c1=O
6 | 4 | C#CCOCCOCCOCCNc1nc(N2CCN(C(=O)C([C@@H](C)O)n3cc([C@@H](N)CCCCN)nn3)CC2)nc(N2CCN(C(=O)[C@H](CCC(=O)O)n3cc([C@@H](N)CCCCN)nn3)CC2)n1 (some centres not stated)
-19 | -4 | CC1CN(CCOc2ccc(F)cc2)CC(C)O1 (configuration not stated)
12 | 9 | NC(=O)c1ccc(NC(=O)COC(=O)CCN=C2NS(=O)(=O)c3ccccc32)cc1
0 | 5 | C#CCOCCOCCOCCNc1nc(N2CCOCC2)nc(N2CCN(C(=O)[C@H](CCCCN)n3cc([C@@H](N)CC(C)C)nn3)CC2)n1
-1 | 14 | N/C(=N\OC(=O)c1ccc(Cl)cc1)c1nonc1N
-19 | 19 | Cc1cc(N2C(=O)C(=O)/C(=C(/O)c3ccc(F)cc3)C2c2ccc(F)cc2)no1 (configuration not stated)
-35 | 5 | O=C1c2ccccc2CCC12N=NCC2c1ccc(Cl)cc1 (configuration not stated)
-16 | 39 | Cc1ccc(CN2CCN(/N=C/c3ccc(N(C)C)cc3)CC2)cc1
-4 | 7 | COc1ccccc1-n1c(SCC(=O)NC(C)(C)C)nc(O)c(Cc2ccccc2)c1=O
0 | 8 | CC1(C)CC(OC(=O)c2ccco2)CC(C)(C)N1O
-11 | 16 | Cc1cc(C(=O)NCCc2ccc(Cl)cc2)no1
2 | -1 | Nc1cc(=O)[nH]c(SCC(=O)Nc2ccccc2-c2ccccc2)n1
6 | 23 | NS(=O)(=O)c1ccc(NC(=S)N2CCc3ccccc32)cc1
-11 | 18 | O=C(COC(=O)COc1ccc(Br)cc1)NCCC1=CCCCC1
-28 | 3 | Cc1ccc(NC(=O)CSc2nnc([C@H](C)NC(=O)OC(C)(C)C)o2)c(C)c1
-16 | 5 | Fc1cccc(F)c1/C=N/Nc1ccccn1
3 | 18 | CCN(CC)c1ccc(NC(=O)COc2ccccc2C)cc1S(=O)(=O)Nc1ccccc1OC
-26 | 10 | Cc1cc(OC(C)C(=O)NCc2cccnc2)c2c(C)c(C)c(=O)oc2c1 (configuration not stated)
-26 | 29 | CC1Cc2ccccc2N1C(=O)c1ccc(N2CCCC2)c([N+](=O)[O-])c1 (configuration not stated)
-19 | 4 | Cc1nnc(SCc2nnc(-c3ccccc3)o2)n(N)c1=O
-15 | 26 | CC(C)Cn1c(N)c(C(=O)COC(=O)C2CC(=O)N(c3ccc4c(c3)OCCO4)C2)c(=O)n(C)c1=O (configuration not stated)
-18 | 13 | O=C(NCCN1C(=O)C2C3C=CC(C3)C2C1=O)N1CCOCC1 (configuration not stated)
-9 | 6 | COCCN1Cc2cccc(C(=O)Nc3ccc(S(=O)(=O)N4CCOCC4)cc3)c2C1=O
-9 | 11 | COc1ccc(/C=C/C(=O)c2ccc(O)cc2)cc1COc1ccc(F)cc1
53* | 22 | N#Cc1ccc(-c2cccnc2)nc1SCC(=O)c1ccccc1
-23 | 5 | CC1CN(C(=O)COC(=O)c2ccc(Cl)c(N)c2)CC(C)O1 (configuration not stated)
-8 | 7 | Cn1cc(S(=O)(=O)NCc2ccco2)c(=O)n(C)c1=O
-35 | 4 | CN(CC(=O)Nc1cccc(F)c1)CC(=O)N1CCCCC1
-17 | 7 | Cc1cc([N+](=O)[O-])nn1CCCC(=O)Nc1sc2c(c1C(N)=O)CCCC2
-34 | 7 | S=C1NC[C@H](c2ccccc2)N1CCCCC1CCCCC1
-21 | 13 | C=CC[C@H](CC(=O)N(CCO)Cc1ccccc1)C(=O)NCCOC(=O)[C@@H](CC=C)CC(=O)OC(C)(C)C
19 | 28 | O=C(/C=C/c1ccccc1)NC(NC(=S)Nc1cc(Cl)ccc1Cl)C(Cl)(Cl)Cl (configuration not stated)
0 | 5 | O=C(CSc1nnc2ccccn12)NC(=O)c1ccccc1
-17 | 23 | CC(C)OC(=O)c1cc(C(=O)c2cc(Cl)ccc2O)coc1=N
-19 | 3 | CN(Cc1ccccc1Br)C(=O)CSc1nnnn1C1CC1
-6 | 21 | CCN(CC)C(=O)c1ccc(-c2ccccc2)cc1
-8 | 13 | O=C(COC(=O)c1ccncc1)NCc1ccccc1
-15 | 2 | COC(=O)c1ccc(CNC(=O)c2ccc(OC)c(S(=O)(=O)NC3CCCC3)c2)cc1
4 | 12 | Cc1cccc(N(C(=O)CNC(=O)c2ccco2)C(C(=O)NC2CCCC2)c2cccnc2)c1C (configuration not stated)

Source: PubChem BioAssay (The Scripps Research Institute Molecular Screening Center)
